GLS inhibitor: qHTS for Inhibitors of Glutaminase (GLS) | Glutaminase kidney isoform, mitochondrial (Homo sapiens), O94925 | Potency, µM (titrated, usually from 45.5 µM), for inactives: at the highest dose activity change, negative = inhibition, actives largely listed as inhibitors | 410,000 tested, 0.21% active | GLS enzymatic activity, qHTS titration; note: potency is the fitted concentration of half-maximal effect; % is set by controls: 0 for no effect and ±100 for the full control effect
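Read-out is an Amplex red fluorescence increase coupled through glutamate oxidase and HRP, measured before and after 30 min room-temperature incubation. hKGA is in 45 mM KH2PO4 (pH 8.2) with 0.02% Tween-20; glutamine added as 1mM solution.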
USP1-UAF1 inh: Inhibitors of USP1/UAF1: Primary Screen | 390,000 tested, 0.23% active | Potency, µM (series often up to 57.1 µM), for inactives: top-dose activity change, negative = inhibition, most hits filed as inhibitors | Ubiquitin carboxyl-terminal hydrolase 1 (Homo sapiens), O94782 | AID 743255, 2014 | recombinant USP1/UAF1, Ub-Rhodamine cleavage fluorescence; note: potency is the fitted concentration of half-maximal effect; % is set by controls: 0 for no effect and ±100 for the full control effect; nearly all actives have a fitted effect of over 60% in size; inactives centre near -12
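USP1/UAF1 complex (1 nM) preincubated 15 min at room temperature with compound, then Ub-Rho substrate (150 nM final) added. Kinetic fluorescence at 480/540 nm over 6 reads at 60 s intervals; 50 mM HEPES pH 7.8, 0.5 mM EDTA, 0.1 mg/ml BSA, 1 mM TCEP, 0.01% Tween-20.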
PGK inhibitor: qHTS Assay to Find Inhibitors of Phosphoglycerate Kinase; Phosphoglycerate kinase, glycosomal (Trypanosoma brucei brucei), P07378; PGK/GAPDH coupled, Kinase-Glo luminescence, 60 min; Potency, µM (top dose mostly 57.5 µM), for inactives: at the highest dose activity change, negative = inhibition, usual class: inhibitors; 380,000 tested, 0.043% active; note: potency is the fitted concentration of half-maximal effect; % is set by controls: 0 for no effect and ±100 for the full control effect; nearly all actives have a fitted effect of over 60% in size
Target sequence (P07378 whole entry, looked up): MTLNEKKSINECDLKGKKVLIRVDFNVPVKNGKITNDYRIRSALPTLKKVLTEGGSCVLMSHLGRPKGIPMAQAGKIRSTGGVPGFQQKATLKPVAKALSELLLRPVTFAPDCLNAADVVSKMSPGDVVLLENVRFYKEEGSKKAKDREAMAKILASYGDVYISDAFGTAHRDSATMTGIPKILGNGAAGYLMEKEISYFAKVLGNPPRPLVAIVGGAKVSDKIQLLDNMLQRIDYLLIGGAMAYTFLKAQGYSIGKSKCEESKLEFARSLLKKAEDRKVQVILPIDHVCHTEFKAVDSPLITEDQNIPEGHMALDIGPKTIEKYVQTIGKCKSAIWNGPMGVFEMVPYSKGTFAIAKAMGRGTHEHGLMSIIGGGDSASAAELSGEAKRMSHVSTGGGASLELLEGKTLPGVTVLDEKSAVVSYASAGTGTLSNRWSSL
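Recombinant glycosomal PGK reaction used 1,3-bisphosphoglycerate generated in-well by GAPDH (100nM final) in 100mM TEA pH 7.6, 5mM MgCl2, 0.01% Tween-20. After 60 minutes at room temperature, ATP was read by Kinase-Glo Plus luminescence end-point.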
mIDH1 inhibitor: qHTS for Inhibitors of mutant isocitrate dehydrogenase 1 (IDH1): qHTS | Isocitrate dehydrogenase [NADP] cytoplasmic (Homo sapiens), O75874 | IDH1-R132H enzyme, NADPH consumption, diaphorase/resazurin fluorescence | Potency, µM (top dose mostly 76.6 µM), for inactives: at the top dose activity change, negative = inhibition, most hits filed as inhibitors | 390,000 tested, 0.093% active | AID 602179, 2012; note: potency is the fitted concentration of half-maximal effect; % is set by controls: 0 for no effect and ±100 for the full control effect; nearly all actives have a fitted effect of over 65% in size
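IDH1-R132H (0.5 ug/mL) preincubated 30 min with compound, then NADPH (0.016 mM) and alpha-KG (2 mM) added; 80 min at RT, pH 7.5. Remaining NADPH coupled via diaphorase/resazurin to fluorescence (540/590 nm); concentration-response curves normalized to no-enzyme control.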
rTrxR1 inhibitor: qHTS Assay for Inhibitors of Mammalian Selenoprotein Thioredoxin Reductase 1 (TrxR1): qHTS. Thioredoxin reductase 1, cytoplasmic (Rattus norvegicus), O89049. 390,000 tested, 1% active. recombinant rTrxR1, NADPH fluorescence consumption, selenite substrate. Potency, µM (top dose mostly 114 µM), for inactives: top-dose activity change, negative = inhibition, hits mostly inhibitors; note: potency is the fitted concentration of half-maximal effect; % is set by controls: 0 for no effect and ±100 for the full control effect; nearly all actives have a fitted effect of over 65% in size
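Rat TrxR1 (90 nM in the dispensed reagent) was pre-reduced with 400 uM NADPH for 5 min at room temperature, then incubated with compound for 15 min. After 400 uM selenite was added, NADPH fluorescence (Ex 340/Em 450 nm) was followed for 8 min.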
HP1b chromo inh: HTS for Inhibitors of HP1-beta Chromodomain Interactions with Methylated Histone Tails. Chromobox protein homolog 1 (Homo sapiens), P83916. AlphaScreen HP1-beta / biotin-H3K9me3 peptide binding. Potency, µM (titrated, usually from 114 µM), for inactives: at the top dose activity change, negative = inhibition, most hits filed as inhibitors. 390,000 tested, 0.56% active; note: potency is the fitted concentration of half-maximal effect; nearly all actives have a fitted effect of over 70% in size; inactives centre near 23
Target sequence (P83916 whole entry, looked up): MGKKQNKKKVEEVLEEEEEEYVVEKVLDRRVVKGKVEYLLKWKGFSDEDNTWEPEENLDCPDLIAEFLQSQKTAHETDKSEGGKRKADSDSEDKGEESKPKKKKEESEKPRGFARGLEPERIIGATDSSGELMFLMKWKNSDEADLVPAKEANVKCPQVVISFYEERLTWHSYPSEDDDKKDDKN
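Compound inhibition of the preformed complex between 50 nM HP1-beta and 50 nM biotinylated H3K9me3 peptide was read by AlphaScreen. Buffer was PBS pH 7.4 with 0.01% Tween-20. Incubations ran 30 min at room temperature, with 10 ug/mL donor/acceptor beads.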
Pin1 inh: qHTS Assay to Find Inhibitors of Pin1 | Peptidyl-prolyl cis-trans isomerase NIMA-interacting 1 (Homo sapiens), Q13526 | Pin1 FP peptide displacement, HiFluor488, 10 min | Potency, µM (top dose mostly 115 µM), inactives show at the top dose activity, negative = inhibition, most hits filed as inhibitors | 390,000 tested, 0.009% active; active = well fitted inhibition curve with a large enough effect in the polarisation, with a control signal flat, not every such curve was filed as active; inconclusive = small, poorly fitted or top-dose-only effect, or effect the other way, or a change in a side signal; inactive = no such curve, though single readings can be large or run the other way; the % refers to the polarisation; note: potency is the fitted concentration of half-maximal effect; % is set by controls: 0 for no effect and ±100 for the full control effect
Target sequence (Q13526 whole entry, looked up): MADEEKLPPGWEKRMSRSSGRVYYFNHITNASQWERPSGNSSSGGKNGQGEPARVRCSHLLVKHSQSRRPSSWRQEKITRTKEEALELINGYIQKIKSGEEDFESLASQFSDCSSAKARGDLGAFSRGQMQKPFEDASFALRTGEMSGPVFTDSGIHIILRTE
PI4K2A inh: qHTS for small molecular inhibitors of PI4K2A. Phosphatidylinositol 4-kinase type 2-alpha (Homo sapiens), Q9BTU6. purified PI4K2A, ADP-Glo luminescence, 1 h; active compounds read low. activity change, negative = inhibition, % at 76.9 µM. 420,000 tested, 0.13% active. AID 1346378, 2018; in the data active = activity change below about -50%; inconclusive = mostly about -30% to -49%;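 note: -100% = wells without enzyme as full effect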
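PI4K2A activity was measured by ADP-Glo luminescence: enzyme (4 ug/mL stock) and phosphatidylinositol (1.2 mM stock) in Tris pH 7.5/MgCl2/EGTA/Triton X-100 buffer were reacted with ATP (300 microM stock) for one hour at ambient temperature.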
TrxR1 substrate: qHTS Assay for Substrates of Mammalian Selenoprotein Thioredoxin Reductase 1 (TrxR1): qHTS | Thioredoxin reductase 1, cytoplasmic (Rattus norvegicus), O89049 | purified TrxR1 substrate turnover, NADPH consumption readout | Potency, µM (highest dose often 114 µM), for the others: at the highest dose activity change, negative = substrate turnover | 390,000 tested, 0.01% active | AID 588456, 2011; note: potency is the fitted concentration of half-maximal effect; % is set by controls: 0 for no effect and ±100 for the full control effect; nearly all actives have a fitted effect of over 50% in size
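Rat TrxR1, dispensed at 90 nM, was prereduced with 400 uM NADPH (final) for 5 min at ~22 deg C, then incubated with compound 15 min before 400 uM selenite. A first-read NADPH fluorescence drop versus no-compound background flagged substrates.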
Numbers without * were called inactive; i = inactive; ? = inconclusive; · = no result given; & = joins results of further samples; [ ] = remark or other dose. Unless noted, calls come from the whole dose curve; as a rule, active = well fitted curve in the direction sought with a large enough effect; inconclusive = small, poorly fitted or top-dose-only effect, or another doubt; inactive = no such curve, though single readings can be large; an effect the other way counts as inactive or inconclusive.

SMILES	GLS inhibitor	USP1-UAF1 inh	PGK inhibitor	mIDH1 inhibitor	rTrxR1 inhibitor	HP1b chromo inh	Pin1 inh	PI4K2A inh	TrxR1 substrate
C/C(=N/NC(=O)c1cccs1)c1ccc(NC(=O)COc2ccc(Cl)cc2Cl)cc1	22%	-11%	5%	-3%	15%	12%	12%	1	9%
Cc1c2c(n3c(nc4ccccc43)c1C#N)N(CCCN(C)C)CC2	-28%	-4%	-4%	7%	52%[activator][57.1 µM]	23%	-10%	-8	141%[activator][57.1 µM]
Cc1ccc(CN2CCN(Cc3cccn3-c3ccccn3)CC2CCO)o1 (stereo unspecified)	0%	-18%	-4%	5%	18%	43%	-9%	0	12%
O=S1(=O)CCOC[C@H](Cc2ccccc2)N1Cc1ccccc1	4%	-29%	-3%	18%	27%	37%[activator]	-5%	-3	10%
CCn1c(CNc2ccc(Cl)cc2)nnc1SCc1ccc(Cl)cc1	9%	-14%	·	4%	-5%	11%	8%	-2	-1%
O=S(=O)(NC(=NC1CCCCC1)c1ccccc1)c1ccccc1	-10%	-11%	3%	1%	-7%	39%	-11%	5	-3%
CN1CCN(C(=O)N2c3ccccc3C=Cc3ccccc32)CC1	-3%	2%	5%	-4%	-7%	3%	-4%	0	9%[57.1 µM]
O=C(Nc1ccccc1F)c1ccc(CSc2ccccc2)o1	-2%	-20%	-8%	12%	-7%	158%[activator]	-1%	-4	-1%
Cc1ccc(Nc2nc(-c3sc(N)nc3C)cs2)cc1	10%	-7%	5%	13%	-16%	?	30%	-13	-11%
O=C(O)COCC(=O)NCc1csc2ccc(Cl)cc12	4%	-11%	-3%	6%	30%[57.1 µM]	18%	1%	3	6%[57.1 µM]
C#CCOCCOCCOCCNc1nc(N2CCN(C(=O)[C@H](C)n3cc(CCCN=C(N)N)nn3)CC2)nc(N2CCN(C(=O)[C@H](C)n3cc(CCCN=C(N)N)nn3)CC2)n1	-5%	-21%	i	6%	32%	48%[activator]	-8%	-4	22%
Cc1cccc(-c2noc(CNC(=O)Nc3ccc(F)cc3)n2)c1	0%	-25%	-9%	3%	22%	11%	12%	-1	4%
O=C1NC2(CCCC2)C(=O)N1Cc1cc(=O)n2ccsc2n1	9%	-9%	-5%	5%	20%	17%	-8%	-5	5%
Cc1ccc(C(=O)N(c2ccc(C)cc2)S(=O)(=O)c2ccc(Cl)cc2)cc1	0%	-17%	-9%	0%	12%	37%[activator]	-4%	1	-2%
Cc1cc(C)c(NC(=O)CCCSc2nnc(N)s2)c(C)c1	-3%	-9%	-3%	-9%	-6%	38%	2%	-2	-10%
CCN(CCCNC(=O)c1nn(-c2ccc(OC)cc2)c(=O)c2c1c1ccccc1n2C)c1cccc(C)c1	15%	-18%	·	·	28%	15%	0%	3	11%
CCc1cc(C(=O)NCC(C)(C)N2CCOCC2)sc1C	-3%	-7%	9%	2%	25%	19%	5%	0	12%
O=C(N/N=C/c1cccnc1)c1ccc([N+](=O)[O-])cc1	-12%	-18%	-3%	1%	-11%	34%	-3%	6	-10%
Cc1cccc(-n2c(SCC(=O)N3CCCC3)nc3n[nH]c(C)c3c2=N)c1	3%	5%	-7%	0%	13%	19%	-10%	-7	5%
COc1ccc(C)cc1NC(=O)CN1CCN(S(=O)(=O)c2ccc(C(C)C)cc2)CC1	-2%	-17%	i	-2%	4%[57.1 µM]	20%	-6%	-15	-10%[57.1 µM]
S=c1[nH]nc(-c2ccc(Cl)cc2)n1CCCN1CCOCC1	-1%	-24%	i	6%	-11%[57.1 µM]	16%	0%	-3	9%[57.1 µM]
CCOc1ccc(/C=N/NC(=O)c2c(C)n(C)c3ccc(OC)cc23)cc1	3%	-8%	-8%	5%	-18%	25%	1%	3	-17%
CC1CCN(C(=O)c2ncn3c2c(=O)[nH]c2ccc(Br)cc23)CC1	-1%	?	-2%	0%	·	·	·	6	·
Cc1cccc(C)c1OCc1cc(C(=O)N2CCCCCCC2)no1	0%	-12%	1%	6%	13%	31%[activator][57 µM]	-1%	2	0%
O=C(OCc1cn(-c2ccc(Cl)c(Cl)c2)nn1)c1ccccc1	-11%	-20%	-7%	-4%	15%[57.1 µM]	49%[activator]	3%	-3	7%
Cc1cc(C(=O)COC(=O)c2ccc[nH]c2=O)c(C)n1-c1ccc(F)cc1	8%	-7%	-4%	3%	-7%	-2%	-1%	2	-4%
O=C(CCc1ccc(O)c(O)c1)N/N=C/c1cc2c(cc1[N+](=O)[O-])OCO2	?	-24%	-19%	3%	?	?	?	-16	-1%
Cc1ccsc1/C=N/n1c(C2CCCCC2)n[nH]c1=S	1%	-2%	-4%	4%	-1%[57.1 µM]	-12%	1%	10	-4%
CC(NC(=O)CCc1nnc(CCCc2ccccc2)o1)c1ccccc1 (stereo unspecified)	4%	-15%	i	5%	16%[57.1 µM]	6%	-4%	7	1%[57.1 µM]
O=C(CC1CCCCC1)OCn1nnc2ccccc2c1=O	4%	-2%	-7%	-1%	-1%	55%[activator]	?	7	-3%
O=C(CSC(=S)N1CCOCC1)c1cc2ccccc2oc1=O	19%	-7%	3%	14%	?	-3%	-1%	0	-13%
CCOC(=O)CNC(=O)CSc1ncnc2c1cnn2-c1ccc(Cl)cc1	6%	-3%	-10%	1%	4%	-10%	-6%	4	-7%
CC(=O)Nc1ccc(NC(=O)C(C)N(C)CC(=O)Nc2ccccc2Br)cc1 (stereo unspecified)	9%	-14%	-2%	-9%	13%	45%[activator]	1%	0	-1%
COc1ccc(OCCn2c(C)nc3cc(C)c(C)cc32)cc1	5%	-18%	-2%	24%	6%	15%	1%	-2	-1%
CNC(=O)CSc1nnc(NC(=O)Nc2ccccc2)s1	7%	-18%	i	21%	-6%[57.1 µM]	99%[activator]	-2%	-3	4%[57.1 µM]
COc1cccc(C2C(C#N)=C(N)Oc3c2oc(CO)cc3=O)c1 (stereo unspecified)	-6%	-4%	i	0%	-35%	41%[activator]	-13%	11	-4%
O=C(NC1CCCC1)c1ccc(CSc2nc3ccncc3n2Cc2cccc(F)c2)cc1	-1%	-4%	2%	12%	-11%	40%	-4%	-3	-6%
CCN(CC)CCCNC(=O)c1cc2c(=O)[nH]c3ccc(C)cc3c2s1	1%	-7%	-5%	11%	23%	18%	-4%	-1	74%[activator]
COc1ccccc1C(=O)Nc1nnc(S(=O)(=O)N2CCCCC2)s1	19%&1%	-2%&-13%	-1%&-5%	-3%&17%	2%[57.1 µM]	76%&-21%[activator]	?	-2&-4	-1%[57.1 µM]
CCOc1ccc(S(=O)(=O)n2nc(C)c(S(=O)(=O)N3CCCCC3)c2C)cc1	25%	-17%	-2%	27%	23%[57.1 µM]	3%[57 µM]	-2%	1	2%[57.1 µM]
CCCN(CCC)S(=O)(=O)c1ccc(NC(=O)C2CCCO2)cc1 (stereo unspecified)	-6%	-19%	-1%	6%	6%[57.1 µM]	38%	-5%	1	-6%[57.1 µM]
CCOc1ccccc1-n1cnc(C#N)c1N	-5%	-20%	0%	0%	8%	22%	-13%	7	-4%[57.1 µM]
C/C(=N\N1CCN(c2ccccc2)CC1)c1ccncc1	2%	-2%	i	0%	12%[57.1 µM]	9%	-8%	0	4%[57.1 µM]
O=C1CCCN1CC(O)CS(=O)(=O)Cc1ccc(Cl)cc1Cl (stereo unspecified)	-9%	-19%	·	2%	19%	28%	-5%	1	2%
CCOc1ccc(CCNC(=O)c2sc3nc4n(c(=O)c3c2C)CCCC4)cc1	1%	-15%	-6%	5%	30%[11.4 µM]	4%	-7%	-2	-2%
CCc1ccc(C(c2ccccc2)c2c[nH]c3ccc(C)cc23)s1 (stereo unspecified)	1%	-7%	7%	2%	-7%	?	13%	-4	-8%
CCOC(=O)c1c(S(=O)(=O)N2CCC(C(=O)N3CCN(c4cc(C)ccc4C)CC3)CC2)c(C)n(C)c1C	4%	-17%	i	-3%	-5%[57.1 µM]	-29%	-11%	-4	-9%[57.1 µM]

Compound activity from PubChem.

Not all compounds are listed; the hit share may differ from the screen's.
